Scp-1 inhibitor = blocks human Scp-1 phosphatase activity; Q9GZU7; Recombinant Scp1, phosphopeptide, malachite green phosphate absorbance; inhibition, % at 20 µM; actives 0.88% (n = 340,000); AID 493091;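 active = inhibition above about 50% at 20 µM, limit read from the data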;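 note: plate controls were DMSO wells with enzyme for no effect and wells lacking enzyme for full effect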
Target sequence (Q9GZU7 76-261 limits assumed): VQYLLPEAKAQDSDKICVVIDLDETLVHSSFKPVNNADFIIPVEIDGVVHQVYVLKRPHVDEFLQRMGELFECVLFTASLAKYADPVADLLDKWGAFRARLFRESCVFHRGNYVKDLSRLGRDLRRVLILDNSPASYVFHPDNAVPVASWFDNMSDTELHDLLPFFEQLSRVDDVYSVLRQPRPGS
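System: SCP-1 catalytic domain; Reagent: Phospho 17-mer peptide substrate; Doses: one concentration, 20 µM, with 1.0% DMSO; Incubation: 45 min room-temperature reaction, 5 min colour, 30 min stabiliser; Signal: Phosphate-binding colour reagent, absorbance read at 630 nm.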
LMPTP block = LMPTP (human) inhibition. recombinant LMPTP-A, OMFP fluorogenic substrate, fluorescence intensity. inhibition, % at 20 µM. P24666. AID 651560. actives 0.22% (n = 360,000);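 active = compounds that cut the enzyme signal by at least half of the control window in the single-dose screen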;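 note: plate controls were DMSO wells with enzyme plus substrate for no effect and substrate without enzyme for full effect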
Target sequence (P24666 whole entry, looked up): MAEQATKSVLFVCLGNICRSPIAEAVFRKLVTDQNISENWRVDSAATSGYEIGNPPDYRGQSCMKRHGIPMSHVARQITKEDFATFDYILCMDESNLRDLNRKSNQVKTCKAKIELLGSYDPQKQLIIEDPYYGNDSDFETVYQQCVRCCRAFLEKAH
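material = LMPTP-A | quantity = 0.625 nM enzyme | reagent = OMFP substrate, 400 µM final | buffer or medium = Bis-Tris pH 6.0, DTT, detergent | detection = endpoint fluorescence intensity from OMFP dephosphorylation | dosing = single 20 µM dose | read-out basis = % inhibition relative to no-enzyme and uninhibited control wells | control set = no-enzyme and uninhibited controls | timing = 50 min at room temperature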
Neddyl block = cullin neddylation inhibition; calls only at 25 µM; TR-FRET cullin neddylation, biochemical; AID 651699; actives 0.58% (n = 360,000); P61081+Q13564; in the data active = inhibition above about 36%
SKN-1 inh = C. elegans SKN-1 inhibition; inhibition, % at 21.8 µM; actives 0.49% (n = 360,000); AID 624304; C. elegans VP596 Pgst-4::GFP/RFP ratio, acrylamide-induced, 24 h;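 active = interference check ratio from 0.5 to 1.5 plus GFP to RFP signal ratio inhibition reaching or exceeding a fixed threshold, cut at about 30% in these data, passing the limit was not always enough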; note: some compounds called inactive have numbers as strong as hits
DNMT1 block = DNMT1 (human) enzyme inhibition. P26358. actives 0.83% (n = 360,000). DNMT1 molecular beacon, Hinp1I cleavage, fluorescence. inhibition (reported as % activation of signal), % at 10 µM; in the data active = inhibition above about 50%
CendR NRP1 mod = NRP-1/CendR interaction modulation; O14786; FAM-RPARPAR peptide binding to NRP-1, fluorescence polarization; inhibition, % at 25 µM; actives 0.85% (n = 360,000); AID 602438;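 active = inhibition or corrected inhibition above about 18%, plus a signal ratio from 0.5 to 1.5, limit read from the data, passing the limit was not always enough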; note: strong numbers were not always called active
NadD inh = inhibitors of Staphylococcus aureus NadD; purified NadD enzyme, colorimetric absorbance read-out; inhibition, % at 20 µM; actives 0.78% (n = 360,000); AID 602399; in the data active = inhibition above about 26%; note: some compounds past the cut are filed as inactive
TbMetRS inhib = blocks T. brucei methionyl-tRNA synthetase activity; purified T. brucei MetRS, ATP depletion, Kinase-Glo luminescence; inhibition, % at 11.9 µM; actives 0.4% (n = 360,000); AID 624268;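 active = inhibition above a per-plate cutoff of the control wells' mean inhibition plus 3 SD, cut at about 5.5% in these data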;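 note: 0% = DMSO wells median and 100% = median of wells with control inhibitor compound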
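Material: parasite MetRS enzyme / Replication: singlicate, one well per compound / Signal: luminescence of leftover ATP / Schedule: 2 h aminoacylation at 25 °C after 15 min preincubation / Medium: HEPES-MgCl2-KCl buffer plus DTT, spermine, BSA, pyrophosphatase / Doses: 11.9 µM single point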
STEP inh = inhibitors of human striatal-enriched phosphatase STEP. AID 588621. recombinant STEP, OMFP fluorogenic substrate, fluorescence. P54829. actives 0.25% (n = 360,000). inhibition, % at 20 µM;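 active = inhibition at 20 µM, scaled per plate between control wells, above about 37%, limit read from the data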;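 note: 0% = DMSO with enzyme and substrate and 100% = substrate only without enzyme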
Target sequence (P54829 whole entry, looked up): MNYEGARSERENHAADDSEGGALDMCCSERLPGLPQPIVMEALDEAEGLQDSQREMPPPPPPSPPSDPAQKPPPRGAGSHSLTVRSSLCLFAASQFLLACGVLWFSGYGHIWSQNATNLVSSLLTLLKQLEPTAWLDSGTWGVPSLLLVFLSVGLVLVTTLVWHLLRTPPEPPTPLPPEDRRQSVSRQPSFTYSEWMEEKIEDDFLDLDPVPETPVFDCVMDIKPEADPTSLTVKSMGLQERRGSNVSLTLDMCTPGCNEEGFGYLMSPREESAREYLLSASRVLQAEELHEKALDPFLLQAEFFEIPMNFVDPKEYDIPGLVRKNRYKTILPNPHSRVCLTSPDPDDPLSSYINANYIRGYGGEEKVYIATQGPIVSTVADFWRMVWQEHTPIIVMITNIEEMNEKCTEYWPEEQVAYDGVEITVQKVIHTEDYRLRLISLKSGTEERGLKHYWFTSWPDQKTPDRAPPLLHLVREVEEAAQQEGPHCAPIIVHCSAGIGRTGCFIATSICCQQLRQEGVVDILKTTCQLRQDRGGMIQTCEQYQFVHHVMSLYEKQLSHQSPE
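System: isolated STEP enzyme; schedule: 20 min enzyme reaction at room temperature, protected from light; medium: Bis-Tris buffer pH 6.0, 2.5 mM DTT, 0.005% Tween 20; signal: fluorescence, 480/540 nm; dosing: single compound dose of 20 µM, 1% DMSO final; also added: OMFP substrate, 25 µM final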
SUMO1-SIM PPI = SUMO1-SIM interaction modulation; P63165; SUMO1 binding to a labelled peptide, TR-FRET, 1 h; inhibition, % at 20 µM; actives 0.33% (n = 360,000); in the data active = inhibition above about 37%
Target sequence (P63165 whole entry, looked up): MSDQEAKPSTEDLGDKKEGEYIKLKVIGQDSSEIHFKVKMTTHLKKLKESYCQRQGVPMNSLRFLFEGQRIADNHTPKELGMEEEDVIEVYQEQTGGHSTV
Numbers without * were called inactive; i = inactive; / = not tested or not shown; + = active, no number.

molecule | Scp-1 inhibitor | LMPTP block | Neddyl block | SKN-1 inh | DNMT1 block | CendR NRP1 mod | NadD inh | TbMetRS inhib | STEP inh | SUMO1-SIM PPI
O=C(NCCCN1CCOCC1)c1onc(CSc2ccccn2)c1C(=O)NCCCN1CCOCC1 | -6 | -9.6 | i | -14 | 0 | 8 | -1 | -0.2 | -1 | 0
COc1ccc(-c2csc(NC(=O)C3=COCCO3)n2)c(OC)c1 | -3 | 4.0 | i | 12 | -15 | 4 | -1 | -0.2 | -1 | 6
COc1cccc(/C=N/NC(=O)c2c(C)nc3ccc(Br)cn23)c1O | 25 | -1.6 | i | -4 | -3 | -10 | 8 | -0.3 | 6 | -8
Cc1onc(-c2ccccc2Cl)c1C(=O)NCCn1c(C)cc2ccccc21 | -7 | 0.6 | i | 45 | -15 | -11 | 4 | -0.7 | 1 | -3
COc1ccccc1[C@@H]1C(c2cccc(Cl)c2)=NN(c2ccccc2)[C@H]1C(=O)N1CCOC1=O | -17 | 2.7 | i | 4 | -2 | -6 | 17 | -0.2 | -2 | -5
O=C(CNc1ccc(Br)cc1)c1ccc(Br)s1 | -9 | 0.3 | i | 8 | 1 | -2 | 4 | -0.4 | 0 | -5
CCc1nc2ccccc2n1CC(=O)N(C(C)CC)C1CCS(=O)(=O)C1 (stereo not drawn) | -8 | -2.4 | i | 47* | 8 | 3 | 1 | 0.2 | 1 | 0
O=C1C=C(c2ccc3c(c2)oc2ccccc23)C[C@@H](c2ccc(Cl)cc2)C1 | -21 | 5.0 | i | 19 | -2 | 4 | 5 | -0.1 | 2 | -3
COCCN(C(=O)COC(=O)CCc1ccccc1)c1c(N)n(Cc2ccccc2)c(=O)[nH]c1=O | -4 | -0.6 | i | 9 | 2 | 12 | -3 | -0.2 | -1 | 8
O=C1CC(c2ccc(F)cc2)CC2=C1C=Nc1ccccc1N2 (stereo not drawn) | -5 | 0.0 | i | 0 | 1 | 13 | -2 | 0.0 | -1 | 0
COc1ccc2c(Cl)c(C(=O)N/N=C/c3ccc4c(c3)OCO4)sc2c1 | 0 | 16 | i | 15 | 62* | -9 | 25 | 0.2 | 3 | -2
CCOC(=O)N1CCN(C(=O)COC(=O)CN(C)S(=O)(=O)c2ccc(NC(C)=O)cc2)CC1 | -8 | -0.2 | i | -2 | 1 | 11 | -7 | 0.5 | -1 | 3
CC1(C)CC2CC(C)(CN2C(=O)C23CCC(C)(C(=O)O2)C3(C)C)C1 (stereo not drawn) | -1 | -0.3 | i | -4 | -3 | 2 | -6 | -1.1 | -1 | -2
Cc1noc(C)c1CSCC(=O)Nc1cc(S(=O)(=O)N2CCOCC2)ccc1OCC(F)(F)F | -5 | -0.8 | i | 11 | -2 | 5 | 1 | -0.3 | 3 | -3
COc1ccc(NC(=O)CNC(=O)c2c(C)nn(C)c2Cl)cc1 | 0 | -0.8 | i | -5 | -7 | -4 | 1 | -0.1 | 0 | -1
CN(C)C(CNC(=O)c1cccc(S(=O)(=O)Nc2ccc(SC(F)F)cc2)c1)c1ccccc1 (stereo not drawn) | -5 | -3.3 | i | 8 | -6 | 2 | 7 | -0.1 | -2 | 2
COCCN(Cc1cc2ccc(C)cc2n2nnnc12)Cc1nnnn1C(C)(C)C | -8 | -1.3 | i | 18 | 4 | -1 | 4 | -0.5 | 0 | 2
Cc1ccccc1OCCC(=O)OCC(=O)NC(C)c1ccccc1 (stereo not drawn) | -15 | 0.8 | i | 12 | 0 | -3 | -2 | 1.1 | 2 | -2
COC(=O)CSc1ncnc2c1sc1nc3c(cc12)COC(C)(C)C3 | -4 | 1.5 | i | -3 | -2 | 8 | 0 | -0.6 | -2 | 0
Cc1ccccc1C(=O)Nc1cccc(-c2cn3ccccc3n2)c1 | 0 | 2.6 | i | 1 | -1 | 2 | 1 | 0.1 | 3 | 2

Further results.
molecule | Scp-1 inhibitor | LMPTP block | Neddyl block | SKN-1 inh | DNMT1 block | CendR NRP1 mod | NadD inh | TbMetRS inhib | STEP inh | SUMO1-SIM PPI
O=C1NN=C(c2ccc(Cl)cc2)CC1c1cccc(Br)c1 (stereo not drawn) | -5 | 3.4 | i | 18 | 1 | 3 | -3 | -0.9 | 1 | -4
COc1ccc(C(=O)NCc2ccccc2CN2CCCC2)cc1S(=O)(=O)Nc1ccc(C)cc1 | -10 | 0.0 | i | 13 | -7 | -20 | 8 | 0.2 | 0 | -16
COC/C=C/C1=CC(=O)C[C@H](c2ccc3c(c2)OCO3)C1 | 2 | -0.8 | i | 7 | -1 | 1 | -3 | -0.2 | 0 | -33
Clc1ccc(-c2cn3cc(Br)ccc3n2)cc1Cl | 8 | 0.6 | i | 57* | 3 | 2 | 6 | -1.4 | 1 | 0
CCCCC(=O)NC(=S)Nc1cccc(Cl)c1N1CCCCC1 | -2 | 1.8 | i | -8 | 10 | -3 | 16 | -1.1 | 1 | 1
CN(C)c1nc(OCCNC(=O)COc2ccc(Cl)cc2Cl)nc(N2CCOCC2)n1 | -3 | -0.2 | i | -9 | 1 | -10 | 2 | -0.1 | 1 | 1
CC(OC(=O)c1ccc(-n2cnnn2)cc1)C(=O)NCc1ccccc1 (stereo not drawn) | -7 | 0.4 | i | 9 | 1 | 18 | 0 | -0.3 | 0 | 7
CN(C)Cc1ccccc1CNC(=O)c1ccc(Cl)c(S(=O)(=O)NC2CC2)c1 | / | -1.1 | i | 8 | 8 | -1 | 1 | 0.1 | 0 | 1
O=C(/C=C/c1ccccc1F)N1CCN(c2ccccn2)CC1 | -8 | -1.2 | i | 3 | 1 | -3 | -5 | -0.4 | 0 | -8
Cc1cccc(CCNC(=O)c2nnc(Cc3ccc(Cl)cc3)o2)c1 | -3 | -0.1 | i | -3 | 1 | -3 | -1 | 0.7 | 0 | 5
CC(C)c1c(C(=O)N/N=C/c2ccc(Cl)cc2Cl)nnn1-c1nonc1N | -5 | 1.5 | i | 7 | -5 | 14 | 3 | -0.4 | -4 | -8
Cc1cccc(C)c1OCc1nc2ccccc2c(=O)n1/N=C/c1c[nH]c2ccccc12 | 0 | 0.2 | i | 1 | -11 | 1 | 4 | 0.3 | -4 | 4
O=C(C1CCN(Cc2ccc(Cl)cc2)CC1)N1CCN(C(c2ccccc2)c2ccccc2)CC1 | -10 | 0.6 | i | 6 | -8 | 0 | 6 | -0.7 | 3 | 1
CNc1ccccc1-n1ccc(-c2ccccc2)n1 | 0 | 1.3 | i | 1 | 1 | 4 | 3 | -0.1 | -1 | 0
COc1cccc(CN2CCNC(=O)C2CC(=O)NCCn2ccc3ccccc32)c1OC (stereo not drawn) | -4 | -3.0 | i | -9 | -21 | -2 | 8 | -0.5 | 1 | -2
Nc1nc(SCC(=O)Nc2ccc([N+](=O)[O-])cc2)n[nH]1 | -6 | -0.8 | i | -5 | 2 | 8 | -1 | 0.8 | 2 | -29
c1ccc2c(N3CCCCC3)nc(N3CCCCC3)nc2c1 | 0 | 1.3 | i | 13 | 3 | -2 | 7 | -1.2 | 2 | -4
Cc1nn(Cc2ccccc2)c(Cl)c1C(=O)OCc1nnc(-c2ccc(Cl)cc2)o1 | -13 | 3.7 | i | -6 | -5 | 38* | -3 | -1.4 | -6 | -1
O=C(CSc1nc2c(cnn2-c2ccc(F)cc2)c(=O)[nH]1)N1CCCCCC1 | 4 | -5.3 | i | 1 | 0 | 10 | 7 | 0.3 | 1 | 8
C/C(=N\NC(=O)c1cc(O)ccc1O)c1cccc(NC(=O)c2cccc(Cl)c2)c1 | 1 | 7.2 | i | 3 | -10 | 23* | 22 | 0.5 | 2 | 20

Ordered by molecular weight (rising): part of the list above.
molecule | Scp-1 inhibitor | LMPTP block | Neddyl block | SKN-1 inh | DNMT1 block | CendR NRP1 mod | NadD inh | TbMetRS inhib | STEP inh | SUMO1-SIM PPI
O=C(CSc1nc2c(cnn2-c2ccc(F)cc2)c(=O)[nH]1)N1CCCCCC1 | 4 | -5.3 | i | 1 | 0 | 10 | 7 | 0.3 | 1 | 8
COc1cccc(CN2CCNC(=O)C2CC(=O)NCCn2ccc3ccccc32)c1OC (stereo not drawn) | -4 | -3.0 | i | -9 | -21 | -2 | 8 | -0.5 | 1 | -2
CN(C)c1nc(OCCNC(=O)COc2ccc(Cl)cc2Cl)nc(N2CCOCC2)n1 | -3 | -0.2 | i | -9 | 1 | -10 | 2 | -0.1 | 1 | 1

(next part)
molecule | Scp-1 inhibitor | LMPTP block | Neddyl block | SKN-1 inh | DNMT1 block | CendR NRP1 mod | NadD inh | TbMetRS inhib | STEP inh | SUMO1-SIM PPI
CC(C)OC(=O)N(C)C[C@@H]1OCc2cnnn2CCCC(=O)N([C@@H](C)CO)C[C@@H]1C | / | -1.3 | i | 7 | 6 | 2 | 2 | 0.7 | 2 | 5
C[C@@H]1C(=O)O[C@H]2CC34[C@H]5C[C@@H](C(C)(C)C)[C@]36[C@@H](OC(=O)[C@@H]6O)O[C@@]4(C(=O)O5)[C@]21O (stereo partly drawn) | 19 | -0.7 | i | -10 | 1 | -14 | 0 | 0.1 | -4 | 3
NC(=O)COc1ccccc1 | -2 | -1.4 | i | -18 | 3 | -2 | -1 | -0.4 | 1 | 3
Nc1nnc(SCn2nnc3ccccc3c2=O)s1 | -8 | -1.4 | i | 0 | -4 | 0 | -2 | 0.0 | 0 | -1
Cc1nn(-c2ccccc2)c2c1C1(C(=O)N(C)c3ccccc31)C(C#N)=C(N)O2 (stereo not drawn) | -1 | 0.1 | i | 13 | -7 | 8 | 11 | -0.5 | -1 | 4
CC(C)(C)NC(=O)CN(C(=O)c1snc(C(=O)NC2CCCCC2)c1N)c1ccccc1F | -10 | 1.5 | + | 20 | -1 | -5 | -4 | -0.5 | 0 | -1
O=C(OC(C(=O)Nc1cc(Cl)cc(Cl)c1)c1ccccc1)C1=COCCO1 (stereo not drawn) | -3 | 3.3 | i | -3 | -9 | 6 | 1 | 0.1 | -1 | -2
O=C(O)c1ccc(N/N=C/c2ccncc2)cc1 | -7 | 2.0 | i | 12 | 2 | -11 | -8 | -0.3 | 2 | -27
CCOC(=O)N1CCN(C(=O)c2cn(CC)c3ccc(S(=O)(=O)N(C)C4CCCCC4)cc3c2=O)CC1 | 5 | 0.1 | i | 14 | 0 | 3 | 3 | -0.8 | -2 | -1
O=C(NCCN1CCOCC1)c1ccc2c(c1)N(Cc1ccc(F)cc1)C(=O)CS2 | -7 | 0.5 | i | 5 | -1 | -4 | -3 | -0.8 | 1 | 1
COc1cc(Br)cc(/C=N/NC(=O)Cc2ccccc2)c1O | -3 | 1.3 | + | -3 | -3 | 10 | 9 | 0.5 | -2 | -5
CCN1CC(CN(C)Cc2cn(-c3cccc(C)c3)nc2-c2cccc(F)c2)CC1=O (stereo not drawn) | -9 | 0.5 | i | 2 | -1 | 3 | -2 | -0.1 | 0 | 3

From PubChem
